STEP inh – STEP phosphatase inhibitors, primary screen, biochemical, fluorescence intensity, uHTS; recombinant STEP, OMFP fluorogenic substrate; inhibition, % at 20 µM; 0.25% of 360,000 active;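 active = inhibition at 20 µM, scaled per plate between control wells, above about 37%, limit read from the data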;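 also: 0% = DMSO with enzyme and substrate and 100% = substrate only without enzyme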
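System: STEP (striatal-enriched tyrosine phosphatase) enzyme, cell-free; medium: Bis-Tris pH 6.0 buffer with DTT, detergent; dosing: 20 µM, 1% DMSO; times: reaction 20 min, ambient temperature; detection: fluorescence, 480/540 nm; read-out basis: normalized % inhibition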
CSN deneddyl inh – inhibitors of CSN-mediated cullin deneddylation, primary screen, biochemical, fluorescence polarization, uHTS | Purified CSN, SCF-Nedd8-OG deneddylation | 0.38% of 360,000 active | inhibition, % at 12.5 µM | COP9 signalosome complex subunit 5 (Homo sapiens), Q92905;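 active = pattern-corrected inhibition above about 35%, with an unprinted fluorescence ratio check between 0.5 and 1.5, limit read from the data, passing the limit was not always enough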;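 also: 0% = enzyme with substrate and 100% = substrate without enzyme; some results filed as inactive read as strong as hits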
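Assay system: purified human Csn5 enzyme expressed in HEK293T cells; Input: 0.24 nM Csn5 enzyme, final concentration; Reagent: 10 nM SCFSkp2-Nedd8OG; Compound dosing: 12.5 µM single point; Times: reaction 90 min, room temperature; Technique: fluorescence polarization readout.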
DNMT1 inh – human DNMT1 methyltransferase inhibitors, primary screen, biochemical, molecular beacon, fluorescence, HinP1I cleavage, uHTS. DNA (cytosine-5)-methyltransferase 1 (Homo sapiens), P26358. inhibition (reported as % activation of signal), % at 10 µM. 0.83% of 360,000 active. AID 588458, 2011; in the data active = inhibition above about 50%
Rpn11 inh – Rpn11 (PSMD14) deubiquitinase inhibitors, primary screen, biochemical, fluorescence polarization, uHTS. human 26S proteasome, Ub4-pepOG fluorescence polarization; 20S core pre-blocked with epoxomicin. 26S proteasome non-ATPase regulatory subunit 14 (Homo sapiens), O00487. 0.59% of 360,000 active. calls only at 20 µM. AID 588493, 2011;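 active = inhibition at 20 µM, scaled to each plate's controls, above about 33%, limit read from the data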
NadD block – inhibitors of S. aureus NadD, primary screen, biochemical, colorimetric, uHTS; Nicotinate-nucleotide adenylyltransferase NadD (Staphylococcus aureus N315); inhibition, % at 20 µM; purified NadD enzyme, colorimetric absorbance read-out; AID 602399, 2012; 0.78% of 360,000 active; in the data active = inhibition above about 26%; also: some compounds past the cut are filed as inactive
LMPTP inh – LMPTP phosphatase inhibitors, primary screen, biochemical, fluorescence intensity, uHTS; recombinant LMPTP-A, OMFP fluorogenic substrate; inhibition, % at 20 µM; 0.22% of 360,000 active;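 active = compounds that cut the enzyme signal by at least half of the control window in the single-dose screen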;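 also: plate controls were DMSO wells with enzyme plus substrate for no effect and substrate without enzyme for full effect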
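Test system – LMPTP-A phosphatase enzyme · Quantity – 0.625 nM LMPTP-A final · Reagent – OMFP substrate, 400 µM final · Dosing – one test concentration per compound, 20 µM, with 3% DMSO overall · Timing – 50 min enzyme reaction at room temperature, protected from light · Detection – fluorescence intensity · Controls – substrate-only low control, DMSO enzyme-plus-substrate high control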
Scp1 inh – Scp-1 phosphatase inhibitors, primary screen, biochemical, colorimetric, uHTS; inhibition, % at 20 µM; AID 493091, 2011; 0.88% of 340,000 active; Carboxy-terminal domain RNA polymerase II polypeptide A small phosphatase 1 (Homo …; Recombinant Scp1, phosphopeptide, malachite green phosphate absorbance;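 active = inhibition above about 50% at 20 µM, limit read from the data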;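 also: plate controls were DMSO wells with enzyme for no effect and wells lacking enzyme for full effect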
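Times: enzyme reaction 45 min at room temperature, colour 5 min, stabilisation 30 min. Material: SCP-1 catalytic fragment, aa 76-261. Medium: Acidic Tris acetate buffer with magnesium and detergent. Signal: colorimetric free-phosphate detection, absorbance 630 nm. Read-out basis: % inhibition of SCP-1 phosphate liberation. Reagent: Phosphorylated 17-residue peptide substrate.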
SUMO1 PPI mod – modulators of SUMO1 protein-protein interactions, primary screen, biochemical, uHTS | AID 602429, 2012 | inhibition, % at 20 µM | SUMO1 binding to a labelled peptide, TR-FRET, 1 h | 0.33% of 360,000 active; in the data active = inhibition above about 37%
Neddyl block – inhibitors of cullin neddylation, primary screen, biochemical, TR-FRET, uHTS, NAE and Ubc12; NEDD8-conjugating enzyme Ubc12 (Homo sapiens) + NEDD8-activating enzyme E1 regulatory …; calls only at 25 µM; 0.58% of 360,000 active; AID 651699, 2012; in the data active = inhibition above about 36%
Rin1 Abl inh – inhibitors of Rin1-Abl protein binding, primary screen, biochemical, TR-FRET | Tyrosine-protein kinase ABL1 (Homo sapiens) + Ras and Rab interactor 1 (Homo sapiens), … | inhibition, % at 7.35 µM | 0.4% of 360,000 active | AID 588664, 2011; in the data active = inhibition above about 5%, passing the limit was not always enough
* = called active by the depositor; i = inactive; . = not tested or not shown; + = active, no number.

SMILES | STEP inh | CSN deneddyl inh | DNMT1 inh | Rpn11 inh | NadD block | LMPTP inh | Scp1 inh | SUMO1 PPI mod | Neddyl block | Rin1 Abl inh
COc1ccc(CN2CCNC(=O)C2CC(=O)NCCCC2CCCC2)c(F)c1 (stereo not drawn) | -2 | 5 | -4 | i | 4 | 0.5 | -7 | 0 | i | -2
CCC(C)C(NC(=O)c1ccccc1NC(=O)c1ccc(OC)cc1)C(=O)NCCCn1ccnc1 (stereo not drawn) | -2 | 5 | 0 | i | -6 | -7.5 | -2 | 1 | i | 1
COC(=O)[C@H](C)NC(=O)NCc1ccccc1F | -4 | -1 | 3 | i | -6 | -2.2 | -2 | -1 | i | 3
Clc1cccc(-c2nc3c4ccccc4ccn3c2Cc2ccccc2)c1 | 3 | 10 | -9 | i | 10 | 5.1 | . | 3 | i | 1
O=C(CCCOc1ccc(Cl)cc1Cl)Nc1ncccn1 | 1 | 4 | 4 | i | 2 | 0.4 | -1 | 10 | i | -1
Cc1ccc(NC(=O)CS(=O)CC(=O)Nc2cnc3ccccc3c2)cc1Cl (stereo not drawn) | 8 | 1 | -2 | + | -2 | 0.9 | 26 | 7 | i | 2
COC(=O)C(Cc1c[nH]c2ccccc12)NC(=O)c1cccs1 (stereo not drawn) | -3 | -5 | -1 | i | 2 | -1.3 | -7 | 0 | i | -2
O=S(=O)(CS(=O)(=O)Oc1ccccc1)Oc1ccccc1 | 3 | 1 | 1 | i | -4 | -1.7 | -10 | -4 | i | -2
COc1ccccc1NC(=O)CSc1nnc(-c2ccoc2C)o1 | -2 | -5 | 3 | i | -3 | -0.2 | 3 | 7 | i | 0
O=C1CCCCC1(CCc1ccncc1)CCc1ccncc1 | -1 | -3 | -2 | i | -2 | 0.3 | -15 | 20 | i | -2
COc1cc(Cl)c(S(=O)(=O)NCc2ccccn2)cc1Cl | 2 | 0 | -3 | i | 2 | -0.5 | -3 | -4 | i | -2
CC(CNC(=O)c1ccco1)NC(=O)c1ccco1 (stereo not drawn) | -2 | 4 | 2 | i | -6 | -0.5 | 2 | 5 | i | -1
COc1ccc(N2CCN(C(=S)Nc3ccccc3)CC2)cc1 | -2 | 1 | 3 | i | -2 | -2.0 | -6 | -3 | i | 0
COc1cc(C2NC(=O)N(C)C(C)=C2C(=O)OCc2ccccc2)cc(Br)c1O (stereo not drawn) | -1 | -3 | -1 | i | -2 | -1.5 | -5 | -1 | i | 4
Cc1cc(C)c(C(CC(=O)c2cccs2)C(C#N)C#N)c(C)c1 (stereo not drawn) | -1 | -3 | -2 | i | -6 | -0.1 | -10 | 1 | i | 1
Cc1ccccc1C(=O)N1CCC[C@@H]1C(=O)N1CCC[C@H]1C(=O)NCc1ccncc1 | . | 6 | . | . | -3 | -2.7 | . | 8 | i | .
Cn1c(CCN2CCN(c3ccccn3)CC2)nc2cc(NS(=O)(=O)c3ccc(F)cc3)ccc21 | 0 | -1 | -9 | i | 0 | 3.4 | . | 4 | i | 1
COc1ccc(S(=O)(=O)N2CCCCC2)cc1NC(=O)c1cncc(Br)c1 | 1 | 1 | -1 | i | 0 | -0.3 | -8 | -81 | i | 3
CNC(=S)N1N=C(c2ccc(Br)cc2)CC1c1ccc(OC)cc1 (stereo not drawn) | 4 | -6 | -8 | i | -3 | 2.7 | -18 | -6 | i | -1
CCCCN(Cc1ccccc1)S(=O)(=O)c1c(N)n(C)c(=O)n(C)c1=O | -1 | -1 | -3 | i | 2 | 0.4 | -2 | 4 | i | 0
Nc1ccc(NC(=O)CCN2CCOCC2)cc1 | -1 | 3 | -2 | i | 1 | 0.0 | -7 | 1 | i | 2
O=C(CSc1ccc2nnc(-c3ccccn3)n2n1)NCC1CCCO1 (stereo not drawn) | 0 | -1 | 7 | i | 1 | -2.0 | -9 | 2 | . | -1
COc1ccc(CCNC(=O)CSc2n[nH]c(N)n2)cc1OC | 0 | 2 | 0 | i | 3 | -1.9 | -5 | 0 | i | 6
COC(=O)C1=C(C)N(CCCC(=O)O)C(=O)NC1c1cccs1 (stereo not drawn) | 1 | -3 | -2 | i | -5 | -1.5 | -4 | 6 | i | -2
O=C(O)c1ccc(CSc2nnc(-c3ccccc3)n2-c2ccccc2)cc1 | -3 | 1 | 1 | i | -1 | -0.1 | 11 | 12 | i | 2
(next part)
SMILES | STEP inh | CSN deneddyl inh | DNMT1 inh | Rpn11 inh | NadD block | LMPTP inh | Scp1 inh | SUMO1 PPI mod | Neddyl block | Rin1 Abl inh
Cc1ccc(/C=C/C(=O)Nc2ccccc2C(N)=O)cc1 | -3 | -8 | 0 | i | -6 | -1.3 | -5 | -1 | i | -4
NC(=O)C(c1ccc(Cl)cc1Cl)c1ncc(C(F)(F)F)cc1Cl (stereo not drawn) | -1 | 3 | -2 | i | 3 | -0.3 | -7 | 0 | i | -2
O=C(COc1ccccc1Cl)NCCNC(=O)c1ccccn1 | 1 | 3 | 1 | i | 0 | -0.2 | -8 | 2 | i | 1
CCC(CC)NC(=O)C1CC(=O)N(CCc2ccc(F)cc2)C1 (stereo not drawn) | 1 | -6 | 2 | i | -8 | -1.0 | -5 | 4 | i | -4
Cc1ccc(C(=O)c2c[nH]c(C(=O)NCCCN3CCOCC3)c2)cc1 | -1 | 3 | 0 | i | -1 | 0.0 | -5 | 3 | i | -3
Cc1nn(-c2ccc(F)cc2)c(Cl)c1C(=O)N(C)CC(=O)Nc1cccc(F)c1 | 1 | -7 | -2 | i | -6 | -0.7 | -2 | 5 | i | 5
COc1ccc(/C=C/CN2CCCC(C(=O)c3ccc(OC)c(F)c3)C2)cc1 (stereo not drawn) | -1 | 0 | 3 | i | -11 | -0.6 | -2 | -1 | i | -4
CCOC(=O)N1CCC(NC(=O)c2cc3cc4cc(OC)ccc4nc3o2)CC1 | 1 | 3 | 1 | i | 5 | -0.4 | -5 | -10 | . | -3
CCOC1=CC(=O)OC(c2ccccc2)C1 (stereo not drawn) | -2 | 4 | 6 | i | 2 | -2.1 | -7 | 1 | i | 2
COc1cc(CNCc2cccc(OC)c2OC)cc(OC)c1 | 1 | 5 | 1 | i | -7 | -3.0 | -1 | 2 | i | 0
c1ccc(-c2cc3ccccc3[nH]2)cc1 | 0 | -2 | -5 | i | -3 | 0.8 | -14 | -6 | i | 0
CCOC(=O)C1CCN(C(=O)c2ccc(Cl)c(S(=O)(=O)N3CCCC3)c2)CC1 | 0 | 3 | 1 | i | -3 | -0.6 | -5 | -1 | i | 0
Cc1cccc(OCCC(=O)NNC(=O)c2ccoc2C)c1 | -3 | -4 | 3 | i | -5 | -0.3 | -5 | -2 | i | 2
CCN(CC(=O)NCc1cccs1)C(=O)CCC(=O)c1ccc(C)cc1 | -2 | -5 | 0 | i | -7 | -0.3 | -4 | 1 | i | 1
CCOC(=O)c1sc(NC(=O)CSc2nc(C)cc(C)n2)c(C#N)c1C | 0 | -2 | -13 | i | 1 | 2.5 | 0 | 0 | i | -2
CN(C)CCNC(=O)NC1CCCCC1 | 0 | -2 | 5 | i | -1 | -0.8 | 6 | 1 | i | -3
Cc1ccc(NC(=O)COc2cccc(Oc3ccccc3)c2)cc1S(=O)(=O)N1CCOCC1 | -2 | 0 | -4 | i | -7 | 4.4 | -11 | 11 | i | 4
COc1ccccc1C(=O)Oc1ccc(N2C(=O)CCC2=O)cc1 | -1 | 4 | 2 | i | -8 | -1.6 | -2 | -4 | i | -2
CCOc1ccc(NC(=O)CC2C(=O)NCCN2C(=O)c2ccc(Cl)cc2)cc1 (stereo not drawn) | -1 | -2 | -1 | i | -2 | -0.5 | -5 | -1 | i | -2
Cc1cc(/C=C2\SC(=S)N(C)C2=O)c(C)n1-c1ccccc1O | 7 | 39* | -6 | . | -3 | 2.2 | -11 | -11 | i | -2
CCn1c(SCC(=O)N2CCN(c3ccc(Cl)cc3)CC2)nc2ccccc2c1=O | -1 | 1 | -1 | i | 6 | 0.8 | 33 | -2 | i | 2
CCc1cc2cc(C)cc(C)c2nc1Cl | -1 | -2 | 2 | i | -6 | 0.1 | -11 | 2 | i | 3
COC(=O)[C@@]1(Sc2ccc(C)cc2)CC(=O)N(c2ccc(Cl)cc2)[C@@H]1c1ccccc1 | . | -10 | . | . | 0 | 3.3 | . | 0 | i | .
COc1ccc(C(C[N+](=O)[O-])c2c(C)[nH]n(-c3ccccc3)c2=O)cc1 (stereo not drawn) | 3 | 3 | -2 | i | -1 | 10.0 | -9 | 14 | i | 11*
CC(NC(=S)Nc1cccc(F)c1)C(c1cccs1)N1CCOCC1 (stereo not drawn) | -2 | 0 | -1 | i | -2 | -0.1 | -8 | -1 | i | -2
O=C(C1=C[C@@H](c2ccc(C(F)(F)F)cc2)C[C@@H](OCCCCO)O1)N1CCN(Cc2ccc3c(c2)OCO3)CC1 | -1 | -3 | 2 | i | -5 | -0.5 | -8 | -2 | i | 3
COc1ccc(/C=C/C(=O)NC(=S)NCc2ccccc2)cc1OC | -3 | 5 | 2 | i | -6 | -1.0 | -11 | 3 | i | 3
CC(C)n1nc(C(=O)Nc2nc3ccccc3[nH]2)c2ccccc2c1=O | 3 | -2 | 2 | i | 2 | 1.3 | -9 | -11 | i | 0

Entries from the list above containing a furan ring, fused or not:
SMILES | STEP inh | CSN deneddyl inh | DNMT1 inh | Rpn11 inh | NadD block | LMPTP inh | Scp1 inh | SUMO1 PPI mod | Neddyl block | Rin1 Abl inh
COc1ccccc1NC(=O)CSc1nnc(-c2ccoc2C)o1 | -2 | -5 | 3 | i | -3 | -0.2 | 3 | 7 | i | 0
CC(CNC(=O)c1ccco1)NC(=O)c1ccco1 (stereo not drawn) | -2 | 4 | 2 | i | -6 | -0.5 | 2 | 5 | i | -1
CCOC(=O)N1CCC(NC(=O)c2cc3cc4cc(OC)ccc4nc3o2)CC1 | 1 | 3 | 1 | i | 5 | -0.4 | -5 | -10 | . | -3
Cc1cccc(OCCC(=O)NNC(=O)c2ccoc2C)c1 | -3 | -4 | 3 | i | -5 | -0.3 | -5 | -2 | i | 2

Screening results (PubChem)
